PP1 inh: blocks human PP1-alpha phosphatase, a PP5 counter-screen; P62136; purified PP1alpha, OMFP fluorescence; inhibition, % at 6.7 µM; actives 0.9% (n = 320,000); AID 2235;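 active = inhibition above the mean inhibition of all tested compounds plus 3 SD, computed separately for each screening campaign, cut at about 15% in these data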
PP5 inh: blocks human protein phosphatase 5 activity; P53041; purified PP5c, OMFP substrate fluorescence; inhibition, % at 6.7 µM; actives 0.18% (n = 320,000);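 active = inhibition above the campaign's mean inhibition across all tested compounds plus 3 SD, cut at about 9.5% in these data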;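 note: 0% = DMSO only and 100% = 100 µM cantharidin control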
proCasp3 act: procaspase-3 (human) activation; P42574; recombinant procaspase-3 D3A, Ac-DEVD-pNA absorbance 405 nm; activation, % at 8.5 µM; actives 0.11% (n = 330,000); AID 463141;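 active = activation above the mean of all tested compounds plus 3 SD, cut at about 21% in these data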;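 note: 0% = DMSO alone and 100% = DMSO wells spiked with extra 5 µM PC-3 D3A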
Target sequence (P42574 whole entry D9A/D28A/D175A): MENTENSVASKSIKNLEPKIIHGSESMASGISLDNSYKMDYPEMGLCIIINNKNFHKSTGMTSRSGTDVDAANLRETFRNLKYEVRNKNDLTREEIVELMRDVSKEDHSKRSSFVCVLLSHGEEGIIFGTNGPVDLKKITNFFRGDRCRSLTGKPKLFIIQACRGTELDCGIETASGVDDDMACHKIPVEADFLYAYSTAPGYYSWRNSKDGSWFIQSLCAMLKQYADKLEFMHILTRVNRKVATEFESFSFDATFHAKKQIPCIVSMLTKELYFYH
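Assay system: Procaspase-3 D3A mutant, all three cleavage aspartates alanine. Buffer or medium: Zinc-free HEPES saline buffer with Triton X-100. Times: 1 h compound preincubation, 2 h substrate hydrolysis at 25 °C. Measured by: 405 nm absorbance of p-nitroaniline, reads at 0 and 120 min. Read-out basis: percent activation relative to control range. Replicates: singlicate.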
HCV core dimer: HCV core protein dimerization inhibition; TR-FRET GST/Flag-core106 dimerization, 1536-well; inhibition, % at 5 µM; actives 0.33% (n = 300,000); AID 1899;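 active = inhibition above the mean of all tested compounds plus 3 SD, set per screening campaign, cut at about 45% in these data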
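Material: Tagged HCV core106 pair (GST and Flag) | Amount: GST-core106 13.5 nM, Flag-core106 17 nM | Medium: KF-containing HEPES buffer, pH 7.45, DTT, CHAPS, BSA | Reagent: Eu donor and XL665 acceptor anti-tag antibodies | Schedule: 4 h at 22.5 °C | Technique: Time-resolved FRET, ex 340 nm, em 617 and 671 nm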
GRK2 inh: inhibitors of human GRK2 displacing RNA aptamer; P25098; bead flow cytometry, FAM-aptamer displacement from GRK2; inhibition of aptamer binding, % at 10 µM; actives 0.59% (n = 330,000); AID 488847;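 active = inhibition of aptamer binding above 40%, roughly 3 SD of noise, on plates passing a quality check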;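 note: median bead fluorescence of bound FAM aptamer so fluorescent compounds give negative values; no value below 0 was filed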
JMJD2C inh: human JMJD2C demethylase inhibition. Q9H3R0. GST-JMJD2C(1-420) H3K9me3 demethylation, DELFIA europium. inhibition, % at 2.35 µM. actives 0.069% (n = 330,000). AID 2099;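 active = more than half of a compound's replicate wells show inhibition beyond 50%, single wells judged on their own value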;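 note: signal counts dimethyl H3K9 product captured on neutravidin plate; 0% = median of DMSO wells and 100% = 0.3 times that DMSO median; strong numbers were not always called active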
Target sequence (Q9H3R0 1-420 limits assumed): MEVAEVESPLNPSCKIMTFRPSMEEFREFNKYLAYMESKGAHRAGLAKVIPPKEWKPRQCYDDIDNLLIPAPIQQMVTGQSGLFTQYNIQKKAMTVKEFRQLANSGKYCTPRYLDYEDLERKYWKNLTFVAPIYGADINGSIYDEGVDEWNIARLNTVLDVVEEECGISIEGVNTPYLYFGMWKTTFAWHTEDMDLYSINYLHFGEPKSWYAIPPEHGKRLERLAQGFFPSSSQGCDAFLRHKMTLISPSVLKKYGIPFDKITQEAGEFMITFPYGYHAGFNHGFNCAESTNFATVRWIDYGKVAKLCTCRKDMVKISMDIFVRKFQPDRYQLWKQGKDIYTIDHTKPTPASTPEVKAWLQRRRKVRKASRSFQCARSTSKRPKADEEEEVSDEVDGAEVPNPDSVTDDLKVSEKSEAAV
Fh CTSL1 inh: cathepsin L1 inhibition, PFM18AAP counter-screen | recombinant F. hepatica cathepsin L1, Z-Leu-Arg-MCA fluorescence | inhibition, % at 5.96 µM | actives 0.49% (n = 300,000) | AID 1906;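 active = inhibition above the mean of all tested compounds plus 3 SD, set per screening campaign, cut at about 17% in these data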;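 note: 0% = plate median of test compound wells and 100% = 1 µM Z-Phe-Ala-diazomethylketone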
VLA-4 inh: inhibition in a human VLA-4 binding assay | VLA-4 expressing cells, ligand binding flow cytometry | actives 0.2% (n = 330,000) | AID 2557 | inhibition, % (about 7 µM as worked out from the volumes in the protocol) | P13612; in the data active = inhibition above about 50%
proCasp7 act: counter-screen for procaspase-3 activators: activators of human procaspase-7; activation, % at 8.5 µM; recombinant procaspase-7, Ac-DEVD-pNA absorbance 405 nm; D23A/D198A/D206A triple mutant, cannot self-cleave; scale: DMSO 0, 5 µM enzyme 100; actives 0.093% (n = 330,000); P55210;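 active = percent activation above the screen-wide mean plus 3 SD, cut at about 25% in these data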
Target sequence (P55210 whole entry D23A/D198A/D206A): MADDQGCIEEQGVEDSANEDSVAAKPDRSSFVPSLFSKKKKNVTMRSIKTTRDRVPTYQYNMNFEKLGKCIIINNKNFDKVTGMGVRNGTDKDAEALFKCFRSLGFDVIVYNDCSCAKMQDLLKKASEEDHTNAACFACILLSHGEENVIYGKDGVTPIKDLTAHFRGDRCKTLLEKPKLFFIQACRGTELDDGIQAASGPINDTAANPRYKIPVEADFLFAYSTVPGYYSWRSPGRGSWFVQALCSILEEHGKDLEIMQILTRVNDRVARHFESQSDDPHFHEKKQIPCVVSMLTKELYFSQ
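Replicates: singlicate. Assay system: Procaspase-7 triple mutant (PC-7 D3A). Signal: 405 nm absorbance of p-nitroaniline. Times: 1 h preincubation, 2 h reaction. Buffer or medium: Zinc-free HEPES pH 7.4 with 300 mM NaCl, 0.01% Triton X-100. Also added: DEVD-pNA substrate. Benchmarks: DMSO wells as 0%, DMSO with 5 µM added PC-7 as 100%.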
* marks the source's active call; other numbers are inactive results. Compounds were not picked by outcome; about 2.6% have a hit in one of these screens.

For CN1C(=O)c2oc3ccccc3c(=O)c2C1c1cccnc1 (stereo not drawn) the results were PP1 inh -5, PP5 inh -0.6, proCasp3 act -11, HCV core dimer -1, GRK2 inh 0, JMJD2C inh 10, Fh CTSL1 inh 0, VLA-4 inh -6 and proCasp7 act -12.
CCO[C@@H]1OC(C(=O)O)=C[C@H](c2ccc(C(F)(F)F)cc2)[C@H]1CCCO was read as PP1 inh 3, PP5 inh 2.4, proCasp3 act 7, HCV core dimer -8, GRK2 inh 1, JMJD2C inh 4, Fh CTSL1 inh 2, VLA-4 inh 2 and proCasp7 act 11.
COc1ccc([N+](=O)[O-])cc1NS(=O)(=O)c1ccc(C)cc1 was read as PP1 inh -1, PP5 inh 4.5, proCasp3 act 4, HCV core dimer -1, GRK2 inh 4, JMJD2C inh -13, Fh CTSL1 inh -2, VLA-4 inh 3 and proCasp7 act -10.
For CCOC(=O)N1CCN(C(=O)Nc2ccc(Cl)cc2Cl)CC1 the results were PP1 inh -4, PP5 inh -1.4, proCasp3 act 15, HCV core dimer 1, GRK2 inh 0, JMJD2C inh 1, Fh CTSL1 inh -1, VLA-4 inh 0 and proCasp7 act 8.
O=C1CC(NS(=O)(=O)c2ccc3ccccc3c2)CN1c1ccccc1 (stereo not drawn) was read as PP1 inh -2, PP5 inh 0.6, proCasp3 act 1, HCV core dimer 3, GRK2 inh 0, JMJD2C inh -25, Fh CTSL1 inh -1, VLA-4 inh 5 and proCasp7 act 3.
For CN(C)S(=O)(=O)c1cccc(NC(=O)Cc2ccc(Cl)cc2)c1 the results were PP1 inh -1, PP5 inh 0.0, proCasp3 act -6, HCV core dimer 0, GRK2 inh 0, JMJD2C inh -10, Fh CTSL1 inh -2, VLA-4 inh -2 and proCasp7 act 13.
CCn1nnc(NC(=O)COc2ccc([N+](=O)[O-])cc2)n1 was read as PP1 inh -5, PP5 inh 0.2, proCasp3 act 0, HCV core dimer -2, GRK2 inh 2, JMJD2C inh -4, Fh CTSL1 inh 0, VLA-4 inh 8 and proCasp7 act 6.
Screening CCCC(=O)N(c1ccccc1)C1C=CS(=O)(=O)C1 (stereo not drawn) returned PP1 inh -1, PP5 inh 3.0, proCasp3 act 1, HCV core dimer -1, GRK2 inh 2, JMJD2C inh 1, Fh CTSL1 inh -4, VLA-4 inh -22 and proCasp7 act 13.
COc1ccc(/C=N/Nc2nnc(Cc3ccccc3)c(=O)[nH]2)cc1 was read as PP1 inh -6, PP5 inh -0.9, proCasp3 act 3, HCV core dimer 0, GRK2 inh 3, JMJD2C inh 1, Fh CTSL1 inh 4, VLA-4 inh -4 and proCasp7 act -9.
Screening COc1ccc(CNC(=O)CCS(=O)(=O)c2ccc3c(c2)NC(=O)CS3)cc1 returned PP1 inh 0, PP5 inh 1.1, proCasp3 act 6, HCV core dimer 4, GRK2 inh 0, JMJD2C inh 0, Fh CTSL1 inh -7, VLA-4 inh 17 and proCasp7 act 7.
`COc1cc(NC(=O)CCn2c(=O)[nH]c3ccsc3c2=O)cc(OC)c1` gave PP1 inh 2, PP5 inh 1.2, proCasp3 act -1, HCV core dimer 0, GRK2 inh 0, JMJD2C inh 0, Fh CTSL1 inh -1, VLA-4 inh 9 and proCasp7 act 7.
CCN(CC)S(=O)(=O)c1ccc(NC(=O)CCNC(=O)c2ccco2)cc1 was read as PP1 inh 4, PP5 inh 0.3, proCasp3 act -1, HCV core dimer -4, GRK2 inh 0, JMJD2C inh 9, Fh CTSL1 inh -6, VLA-4 inh 15 and proCasp7 act -8.
For C=CCN=c1scc(C)n1/N=C/c1ccc(O)c(O)c1 the results were PP1 inh 1, PP5 inh 0.6, proCasp3 act -23, HCV core dimer -21, GRK2 inh 0, JMJD2C inh 4, Fh CTSL1 inh 1, VLA-4 inh 3 and proCasp7 act -36.
CCCCc1nc2cc(C(=O)N(C)C3CCOCC3)ccc2o1 was read as PP1 inh -1, PP5 inh -0.4, proCasp3 act 2, HCV core dimer -12, GRK2 inh 0, JMJD2C inh -3, Fh CTSL1 inh -1, VLA-4 inh -9 and proCasp7 act -16.
Screening O=C(CSc1ncnc2ccccc12)N1CCCC1 returned PP1 inh 2, PP5 inh 0.7, proCasp3 act 4, HCV core dimer 2, GRK2 inh 4, JMJD2C inh 3, Fh CTSL1 inh 3, VLA-4 inh 24 and proCasp7 act -1.
`CCC(C)(C)n1nnnc1C(c1ccccc1)N1CCc2ccccc2C1` (stereo not drawn) gave PP1 inh -2, PP5 inh -2.0, proCasp3 act 2, HCV core dimer -1, GRK2 inh 6, JMJD2C inh 6, Fh CTSL1 inh 1, VLA-4 inh -9 and proCasp7 act -12.
For CCc1c(O)nc(SCC(=O)N2CCCCC2)n(-c2ccccc2C)c1=O the results were PP1 inh 1, PP5 inh 1.5, proCasp3 act 9, HCV core dimer -1, GRK2 inh 0, JMJD2C inh 2, Fh CTSL1 inh 2, VLA-4 inh 8 and proCasp7 act 6.
For COc1ccccc1NC(=O)CSc1nc2ccccc2cc1Cc1ccccc1 the results were PP1 inh 6, PP5 inh 0.5, proCasp3 act 8, HCV core dimer 2, GRK2 inh 0, JMJD2C inh -4, Fh CTSL1 inh 7, VLA-4 inh 11 and proCasp7 act 0.
`Nc1cccc2cnccc12` gave PP1 inh -5, PP5 inh 0.5, proCasp3 act -4, HCV core dimer -3, GRK2 inh 2, JMJD2C inh 1, Fh CTSL1 inh 2, VLA-4 inh 24 and proCasp7 act -2.
`Cc1ccc2oc(C(=O)N(C)Cc3ccc(C)o3)c(C)c2c1` gave PP1 inh 0, PP5 inh -1.3, proCasp3 act -4, HCV core dimer 13, GRK2 inh 0, JMJD2C inh 20, Fh CTSL1 inh -2, VLA-4 inh 15 and proCasp7 act -5.
Screening Cc1ccc(Sc2ncccc2C(=O)NCC(c2ccc(F)cc2)N2CCOCC2)cc1C (stereo not drawn) returned PP1 inh 0, PP5 inh 1.7, proCasp3 act 0, HCV core dimer 2, GRK2 inh 0, JMJD2C inh 11, Fh CTSL1 inh 2, VLA-4 inh 15 and proCasp7 act 3.
Screening OCCNCc1cc(Br)ccc1OCc1ccccc1Cl returned PP1 inh -2, PP5 inh -0.3, proCasp3 act 2, HCV core dimer -11, GRK2 inh 0, JMJD2C inh 6, Fh CTSL1 inh 2, VLA-4 inh 26 and proCasp7 act 3.
Screening COC(=O)c1ccc(C(=O)N(CCN(C)C)c2nc3c(Cl)cccc3s2)cc1 returned PP1 inh -6, PP5 inh -0.9, proCasp3 act -5, HCV core dimer 1, GRK2 inh 5, JMJD2C inh 5, Fh CTSL1 inh -3, VLA-4 inh 19 and proCasp7 act 4.
`O=C(COc1cccc2cccnc12)NNC(=S)Nc1ccccc1` gave PP1 inh 0, PP5 inh -1.5, proCasp3 act -12, HCV core dimer 1, GRK2 inh 0, JMJD2C inh 0, Fh CTSL1 inh 1, VLA-4 inh 1 and proCasp7 act -17.
Screening O=C(N/N=C/c1cc2c(cc1Cl)OCO2)c1ccc2c(c1)OCCO2 returned PP1 inh 3, PP5 inh -0.7, proCasp3 act -14, HCV core dimer 1, GRK2 inh 0, JMJD2C inh 5, Fh CTSL1 inh 8, VLA-4 inh 1 and proCasp7 act 8.
COc1c(C)cc(S(=O)(=O)N2CCCC2)c(C)c1C was read as PP1 inh -6, PP5 inh -0.7, proCasp3 act -2, HCV core dimer -1, GRK2 inh 0, JMJD2C inh -1, Fh CTSL1 inh -2, VLA-4 inh 2 and proCasp7 act -4.
For O=C(COc1ccc(Br)cc1CO)Nc1ccccc1F the results were PP1 inh 0, PP5 inh 3.2, proCasp3 act -4, HCV core dimer 1, GRK2 inh 1, JMJD2C inh 5, Fh CTSL1 inh -3, VLA-4 inh 26 and proCasp7 act 3.
For O=C(CSc1ncccn1)N/N=C/c1ccc2c(c1)OCO2 the results were PP1 inh -4, PP5 inh -0.4, proCasp3 act -3, HCV core dimer 11, GRK2 inh 1, JMJD2C inh -2, Fh CTSL1 inh -1, VLA-4 inh 22 and proCasp7 act 6.
COc1ccc(C(c2c(NC(=O)c3ccccc3)sc(C)c2C)N2CCN(CCO)CC2)cc1 (stereo not drawn) was read as PP1 inh 1, PP5 inh 0.2, proCasp3 act 13, HCV core dimer -2, GRK2 inh 0, JMJD2C inh 11, Fh CTSL1 inh 1, VLA-4 inh 24 and proCasp7 act -1.
For COc1cc(-c2nc(CCNC(=O)c3ccco3)cs2)cc(OC)c1OC the results were PP1 inh 0, PP5 inh 1.5, proCasp3 act 3, HCV core dimer 6, GRK2 inh 0, JMJD2C inh 15, Fh CTSL1 inh 2, VLA-4 inh 25 and proCasp7 act -11.
Screening O=c1cc(O)c2c(=O)n(-c3ccccc3)c3ccccc3c2o1 returned PP1 inh 2, PP5 inh -0.3, proCasp3 act 2, HCV core dimer 9, GRK2 inh 1, JMJD2C inh -2, Fh CTSL1 inh -2, VLA-4 inh 16 and proCasp7 act 0.
For Cc1ccc(NC(=O)COC(=O)CN2C(=O)NC(C)(C)C2=O)cc1S(=O)(=O)N1CCOCC1 the results were PP1 inh -2, PP5 inh 0.6, proCasp3 act -2, HCV core dimer 0, GRK2 inh 0, JMJD2C inh -10, Fh CTSL1 inh -13, VLA-4 inh 6 and proCasp7 act 1.
`Oc1ccc(-n2cnnn2)cc1` gave PP1 inh -4, PP5 inh 2.1, proCasp3 act 1, HCV core dimer 4, GRK2 inh 6, JMJD2C inh 2, Fh CTSL1 inh 1, VLA-4 inh 14 and proCasp7 act 12.

Quoted from the results shown, 4 compounds:
Screening O=C(N/N=C/c1cc2c(cc1Cl)OCO2)c1ccc2c(c1)OCCO2 returned PP1 inh 3, PP5 inh -0.7, proCasp3 act -14, HCV core dimer 1, GRK2 inh 0, JMJD2C inh 5, Fh CTSL1 inh 8, VLA-4 inh 1 and proCasp7 act 8.
COc1c(C)cc(S(=O)(=O)N2CCCC2)c(C)c1C was read as PP1 inh -6, PP5 inh -0.7, proCasp3 act -2, HCV core dimer -1, GRK2 inh 0, JMJD2C inh -1, Fh CTSL1 inh -2, VLA-4 inh 2 and proCasp7 act -4.
For O=C(COc1ccc(Br)cc1CO)Nc1ccccc1F the results were PP1 inh 0, PP5 inh 3.2, proCasp3 act -4, HCV core dimer 1, GRK2 inh 1, JMJD2C inh 5, Fh CTSL1 inh -3, VLA-4 inh 26 and proCasp7 act 3.
For O=C(CSc1ncccn1)N/N=C/c1ccc2c(c1)OCO2 the results were PP1 inh -4, PP5 inh -0.4, proCasp3 act -3, HCV core dimer 11, GRK2 inh 1, JMJD2C inh -2, Fh CTSL1 inh -1, VLA-4 inh 22 and proCasp7 act 6.
